Assay outcomes deposited in PubChem by Broad Institute.
CD40 NFkB inh = CD40 pathway inhibition in BL2 cells | BL2 NF-kB luciferase reporter, CD40L-induced, 4 h | inhibition, % at 10 µM | 83,000 tested, 0.94% active;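 active means mean inhibition of at least 50% with a set share of replicates also reaching that level; inconclusive means no clear call, values can overlap the other calls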;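 further: 0% = neutral control wells and 100% = IKK inhibitor VII at 50 µM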
Numbers without * were called inactive; ? = inconclusive; & = joins results of further samples; [ ] = remark or other dose.

Start of the data: the first 7 records, ahead of the listing:
smiles | CD40 NFkB inh
CN(CC(=O)NCC(=O)Nc1ccc(F)cc1)C1CCS(=O)(=O)C1 (stereo unspecified) | 8
CC(C)CNc1cc(Cl)c(S(=O)(=O)NCC(C)C)cc1C(=O)O | 6
Cc1cc(C)n(Cc2nc3ccccc3n2C)n1 | 6
CC(C)NC(=O)Nc1ccc2c(c1)C(=O)N(C)C[C@@H](C)[C@H](CN(C)C)O2 | -2
CCOC(=O)COc1c(/C=N\OC)cc(Cl)cc1OC | 3
C[C@H]1CN([C@@H](C)CO)S(=O)(=O)c2ccc(C#Cc3ccccc3F)cc2O[C@H]1CN(C)C(=O)Cc1cccnc1 | -12[25 µM]
Cc1onc(-c2c(Cl)cccc2Cl)c1C(=O)N1CCN(c2ncccn2)CC1 | 11

The listing, previewed entries included:
smiles | CD40 NFkB inh
CN(CC(=O)NCC(=O)Nc1ccc(F)cc1)C1CCS(=O)(=O)C1 (stereo unspecified) | 8
CC(C)CNc1cc(Cl)c(S(=O)(=O)NCC(C)C)cc1C(=O)O | 6
Cc1cc(C)n(Cc2nc3ccccc3n2C)n1 | 6
CC(C)NC(=O)Nc1ccc2c(c1)C(=O)N(C)C[C@@H](C)[C@H](CN(C)C)O2 | -2
CCOC(=O)COc1c(/C=N\OC)cc(Cl)cc1OC | 3
C[C@H]1CN([C@@H](C)CO)S(=O)(=O)c2ccc(C#Cc3ccccc3F)cc2O[C@H]1CN(C)C(=O)Cc1cccnc1 | -12[25 µM]
Cc1onc(-c2c(Cl)cccc2Cl)c1C(=O)N1CCN(c2ncccn2)CC1 | 11
O=C(C1CCCO1)N(Cc1ccccc1)c1ccccc1 (stereo unspecified) | 4
O=C(c1oc2ccccc2c1N1CCCCC1)N1CCCCC1 | -3
N#C[C@@H]1[C@H](c2ccccc2)[C@@H](CO)N1C(=O)Nc1cccc(F)c1 | -7[25 µM]

Following part
smiles | CD40 NFkB inh
COc1ccc(NS(=O)(=O)c2ccc(C)c(C(=O)NCC(c3cccs3)N3CCOCC3)c2)cc1 (stereo unspecified) | 6
COc1ccccc1-c1ccc2c(c1)[C@H]1[C@H](CCN1S(=O)(=O)c1ccc(C)cc1)[C@@H](CO)N2 | 27[25 µM]
COCC#Cc1ccc([C@H]2[C@@H](CO)N3C(=O)CN(C(=O)CN4CCOCC4)C[C@@H]23)cc1 | -17[25 µM]
CN1CCN(c2ccc(C(=O)c3cn(-c4ccc(F)c(Cl)c4)nn3)cc2)CC1 | -4
Cc1ccc(C2=NN(CCC(=O)NCc3ccc4c(c3)OCO4)C(=O)CC2)cc1 | 9
CCOC(=O)Cn1c(-c2cccnc2)nc(-c2ccccc2)c1-c1ccccc1 | -11
O=c1c(Cc2ccc(Cl)cc2)c(O)ccn1Cc1cccs1 | 4
C[C@H]1CN(C)C(=O)c2cccc(NS(C)(=O)=O)c2O[C@@H]1CN(C)C | 6
CC(=O)c1cccc(NC(=S)N2CCC(Cc3ccccc3)CC2)c1 | -2
O=C(O)c1cc(S(=O)(=O)Nc2ccc3cn[nH]c3c2)ccc1O | 1

Going on with the list.
smiles | CD40 NFkB inh
O=C(Nc1ccc(S(=O)(=O)N2CCOCC2)cc1)C1CC1 | 5
O=C(NCc1ccccc1)c1ccc(NS(=O)(=O)c2cccs2)cc1 | -6
O=C1CN(C(=O)COC(=O)c2cccc(Br)c2)c2ccccc2N1 | 3
COC(=O)c1cccc(Nc2nc(-c3ccncc3)nc3ccccc23)c1 | 13
O=C(C[C@@H]1C[C@@H]2c3cc(NC(=O)NC4CCCCC4)ccc3O[C@@H]2[C@H](CO)O1)NC1CCCCC1 | 4
O=C(COc1cccc(F)c1)Oc1ccc(C(=O)c2ccccc2)cc1 | 5
CN(C)c1ncnc(N(C)C)c1[N+](=O)[O-] | -1
O=C(C[C@@H]1CC[C@H]2[C@@H](COC[C@@H](O)CN2C(=O)c2ccc3c(c2)OCO3)O1)NCCN1CCCC1 | -3
c1ccc2c(-c3csc(-c4ccncc4)n3)c[nH]c2c1 | -77
CC=Cc1ccc2n(c1=O)C[C@@H]1[C@@H](CO)[C@H](C(=O)NCCc3ccncc3)[C@H]2N1Cc1ccncc1 (mixture of isomers) | -1[25 µM]

Reformatted field by field: entries from further up.
COC(=O)c1cccc(Nc2nc(-c3ccncc3)nc3ccccc23)c1
  CD40 NFkB inh: 13
O=C(C[C@@H]1C[C@@H]2c3cc(NC(=O)NC4CCCCC4)ccc3O[C@@H]2[C@H](CO)O1)NC1CCCCC1
  CD40 NFkB inh: 4
O=C(COc1cccc(F)c1)Oc1ccc(C(=O)c2ccccc2)cc1
  CD40 NFkB inh: 5
CN(C)c1ncnc(N(C)C)c1[N+](=O)[O-]
  CD40 NFkB inh: -1

Following part.
smiles | CD40 NFkB inh
CO[C@H](CN(C)C(=O)C1CCOCC1)[C@H](C)CN(C(=O)Nc1ccc(C(F)(F)F)cc1)[C@@H](C)CO | 2[25 µM]
COc1ccc2c3c([nH]c2c1)[C@@H](CO)N(S(C)(=O)=O)CC31CCN(C(=O)Nc2ccccc2)CC1 | -5[25 µM]
COc1ccc2c3c(n(C)c2c1)[C@H](CO)N(S(C)(=O)=O)CC31CN(CC2CCOCC2)C1 | -5[25 µM]
O=C(C1CCOCC1)N1CC(=O)N2[C@H](CO)[C@H](c3ccc(C#CC4CCCCC4)cc3)[C@@H]2C1 | -12[25 µM]
O=C(COC(=O)c1ccccc1NC(=O)c1ccco1)NC1CC1 | -1
Cn1c(=O)[nH]c2nc[nH]c2c1=O | 5
Cc1ccc(S(=O)(=O)N2CCN(C(=O)COC(=O)C3CCC3)CC2)cc1 | -1
Cc1nnc(CN(C)Cc2cn[nH]c2-c2ccc(-c3ccccc3)cc2)o1 | -39
O=C(Nc1cccc(-c2nnc(-c3ccccc3)o2)c1)C1CC1 | -19
CCc1nnc(NC(=O)c2cc(-c3cccnc3)nc3ccccc23)s1 | 1

Other compounds.
smiles | CD40 NFkB inh
CN(CCc1ccccn1)S(=O)(=O)c1ccccc1F | -2
COc1ccccc1-c1cc(C2CC2)nc(N)c1C#N | 16
CCCC(=O)Nc1nnc(COC)s1 | 9
N#CC1(NC(=O)COC(=O)c2nc(Cl)ccc2Cl)CCCCC1 | 9
O=C(C[C@@H]1CC[C@H]2NC[C@H](O)COC[C@@H]2O1)Nc1ccc(-c2ccccc2)cc1 | -6[25 µM]
CCCNC(=O)[C@@H]1[C@@H](CO)[C@@H]2Cn3c(ccc(C4=CCCC4)c3=O)[C@H]1N2C(=O)C1CC1 | -2[25 µM]
Cc1cccc(NC(=O)C2CCN(S(=O)(=O)c3ccc4c(c3)NC(=O)CO4)CC2)c1 | 4
CC(NC(C(=O)c1ccccc1)c1ccccc1)c1ccccc1 (stereo unspecified) | -12
c1ccc(Nc2nc(-c3ccncc3)cs2)nc1 | -85
COc1ccc(OC)c(NC(=O)c2nc(-c3ccccc3)oc2C)c1 | 1

Next section:
smiles | CD40 NFkB inh
CS(=O)(=O)N(CC(=O)Nc1ccccc1C(=O)N1CCCC1)c1ccc2c(c1)OCO2 | 24
CCCCn1c(N)c(N(CCC(C)C)C(=O)c2ccc3c(c2)OCO3)c(=O)[nH]c1=O | 6
O=C(O)/C(=C\c1cccc(O)c1)c1ccc(S(=O)(=O)N2CCCC2)s1 | -4
O=C(NCc1ccco1)c1ccc2c(c1)N(Cc1ccccc1)C(=O)CS2 | -9
O=C(Nc1ccccc1C(=O)N1CCCCC1)c1cccs1 | 1
COc1ccc(N2CCN(C3CCCN(C(=O)CN4CCOC4=O)C3)CC2)cc1 (stereo unspecified) | 4
CO[C@@H]1CN(C)C(=O)c2cc(NC(=O)C3CCCC3)ccc2OC[C@@H](C)N(C(=O)c2ccccc2)C[C@H]1C | -11
COc1ccccc1CNC(=O)CC(NS(=O)(=O)c1ccc(C)cc1)c1ccco1 (stereo unspecified) | 5
CC(=O)NC(=O)NC1CSCC1OC(C)=O (stereo unspecified) | 5
CC(C)(C)NC(=O)NC(=O)COc1ccccn1 | 11

(more compounds)
smiles | CD40 NFkB inh
O=C(OC1CCOC1=O)c1ccccc1C(=O)c1ccc(Cl)c([N+](=O)[O-])c1 (stereo unspecified) | 78*
COCc1cc(N2CCCCC2)nc(-c2ccccc2)n1 | 0
COc1cc(SC)ccc1C(=O)OCC(=O)NCC(C)C | -15
CCN(CC(=O)Nc1c(F)cccc1F)C(=O)CCCN1C(=O)c2ccccc2C1=O | 0
O=C(CCNS(=O)(=O)c1ccccc1F)N1CCN(C/C=C/c2ccccc2)CC1 | -7
O=C(NN=C(Cc1ccccc1)Cc1ccccc1)c1ccc(F)cc1 | -54
CCN1C(=O)c2ccccc2Sc2ccc(C(=O)NCCCN3CCOCC3)cc21 | 5
COc1ccc(-n2c(C)c(C)c3c(NCCN(C)C)ncnc32)cc1 | 12
Cc1ccccc1CCN1CCCC(CN(C)C(=O)c2ccc3ncccc3c2)C1 (stereo unspecified) | -6
O=S(=O)(c1cccc(Cl)c1)N1[C@@H]2CNC[C@H]1C2c1ccc(-c2cccnc2)cc1 (stereo partly specified) | 3&0[25 µM]

Next records
mol	CD40 NFkB inh
CC12CCC3C(CCC4CC(O)CCC43C)C1CC(O)C2 (stereo unspecified)	6
CO[C@H](CN(C)C(=O)C1CC1)[C@H](C)CN(C(=O)Nc1ccc(C(F)(F)F)cc1)[C@H](C)CO	3
O=C(Nc1cccc(OC(F)(F)F)c1)C1Cc2c(-c3ccccc3Oc3ccccc3)ccnc2O1 (stereo unspecified)	21
COc1ccc(CC(=O)NCC2COc3ccccc3O2)cc1 (stereo unspecified)	-3
CC1=CC(C)(C(Cl)(Cl)Cl)C(C)=CC1=NO (stereo unspecified)	0
CCN(CC(=O)Nc1ccccc1C(F)(F)F)C(=O)COc1cccc2c1OC(C)(C)C2	3
Cn1c(NCc2ccccc2)nc2cc(-c3cccc(C(F)(F)F)c3)sc2c1=O	-10
N#C[C@H]1[C@@H](c2ccccc2-c2ccccc2F)[C@@H](CO)N1C(=O)C1CCOCC1	6[25 µM]

(continued)
mol	CD40 NFkB inh
CCCNC(=O)N1C[C@H]2[C@@H](c3ccccc31)[C@H](CO)N2Cc1ccccc1F	-5[25 µM]
O=C(O)C1C2C=CC(C2)C1C(=O)NC1CCN(Cc2ccccc2)CC1 (stereo unspecified)	2
COC(=O)c1cc(-c2c(C)oc3cc(OC)ccc3c2=O)c(C)o1	-9
C[C@@H]1CN([C@@H](C)CO)C(=O)c2cc(C3=CCCCC3)cnc2O[C@@H]1CN(C)C(=O)Cc1ccccc1	22[25 µM]
COc1ccc(NC(=O)Nc2ccc3c(c2)C(=O)N([C@H](C)CO)C[C@H](C)[C@@H](CN(C)S(=O)(=O)c2ccc(Cl)cc2)O3)cc1	3
COCC(=O)N1CC(=O)N2[C@H](CO)[C@H](c3ccc(-c4ccccc4F)cc3)[C@@H]2C1	2[25 µM]
COc1ccccc1OCCNC(=O)C1CC(=O)N(Cc2ccccc2)C1 (stereo unspecified)	-1
C=C(C)CSc1nc2ccccc2[nH]1	-36

Additional results
mol	CD40 NFkB inh
CN1C(=O)c2cc(NC(=O)c3cccc(Cl)c3)ccc2OC[C@@H]2O[C@@H](CC(=O)NC3CCCCC3)CC[C@H]21	?
CCSc1nnc(NC(=O)NC(C)(C(F)(F)F)C(F)(F)F)s1	-8
COc1cc(OC)cc(C(=O)N2CCN(c3ccc(N4CCOCC4)nn3)CC2)c1	13
CCc1nc2c(OCCC3CCCCC3)cccn2c1N(C)C(=O)c1ccc(OC)cc1	11
CC(=O)Nc1cccc2c1O[C@@H](CN(C)S(C)(=O)=O)[C@@H](C)CN(C)C2=O	10
Cc1nc(SCC(=O)c2cc(C)n(C3CC3)c2C)c2ccccc2n1	14
COC(=O)c1cc(-c2ccc(OC)c(OC)c2)on1	-10
O=[N+]([O-])c1ccc(N2CCCCC2)cc1NCCOc1ccccc1	-13

Continued.
mol	CD40 NFkB inh
CCCCc1nnc(NC(=O)c2ccccc2OCc2c(C)noc2C)s1	-16
Cc1ccc(C(=O)Nc2nc(-c3ccccn3)cs2)s1	-34
CCC(=O)N1C[C@@H](C)[C@@H](OC)CN(C)C(=O)c2cc(NC(=O)Nc3ccc(Cl)cc3)ccc2OC[C@@H]1C	16[25 µM]
CCOCC(=O)Nc1cc(S(=O)(=O)N2CCOCC2)ccc1N1CCCCC1	6
O=C(Nc1cccc(S(=O)(=O)N2CCCCC2)c1)c1cc(=O)[nH]c2ccccc12	22
Cn1nnnc1SCC(=O)N1N=C(c2cccs2)CC1c1cccs1 (stereo unspecified)	-29
O=C(NCCCn1ccnc1)c1ccc(Br)o1	8
O=C(Nc1cccc(-c2cn3ccccc3n2)c1)C1CC1	-36

Additional structures.
mol	CD40 NFkB inh
Cc1nn2c(-c3ccncc3)nnc2c2ccccc12	-27
O=C(Cn1cnc2ccccc2c1=O)Nc1ccc(-c2nnc3n2CCCCC3)cc1	6
COc1ccc(OC)c(-c2nc3cc4ccccc4cc3nc2-c2ccccc2)c1	5
C[C@@H]1CN([C@H](C)CO)C(=O)c2ccccc2-c2ccccc2CO[C@H]1CN(C)S(=O)(=O)c1ccc(Cl)cc1	-11
COc1cccc(NC(=O)N2CC(=O)N3[C@@H](CO)[C@H](c4ccc(C#CCC5CCCC5)cc4)[C@@H]3C2)c1	42[25 µM]
COc1ccccc1OCCn1cc(/C=N/NC(=O)c2ccncc2)c2ccccc21	0
C[C@@H]1CN([C@@H](C)CO)C(=O)Cc2cc(NC(=O)Nc3ccc(C(F)(F)F)cc3)ccc2O[C@H]1CN(C)Cc1ccc2c(c1)OCO2	5
COc1ccc2c3c(n(C)c2c1)[C@@H](CO)N(C(C)=O)CC31CCN(Cc2ccccc2OC)CC1	16[25 µM]

Additional entries.
mol	CD40 NFkB inh
COc1ccc(N(CC(=O)NCc2ccccc2)S(=O)(=O)c2c(C)nn(C)c2C)cc1	6
CCOc1ccsc1C(=O)OC	-5
Cc1ccc(OCC(=O)Nc2ccc3c(c2)ncn3C)cc1	6
C[C@@H]1CN([C@@H](C)CO)C(=O)c2c(c3ccccc3n2C)-c2ccccc2CO[C@H]1CN(C)S(=O)(=O)c1ccc(Cl)cc1	1
CC(NC(=O)CN1C(=O)NC2(CCCCC2C)C1=O)c1ccccc1 (stereo unspecified)	4
CCNC(=O)OCCC12CC3CC(CC(C3)C1)C2	18

A portion of the library; count on the stated rates, not on these rows.
